# BoNT A protease = BoNT A light chain protease inhibition. actives 0.17% (n = 360,000). inhibition, % at 10 µM. multiplex microsphere protease substrate cleavage, flow cytometry; in the data active = inhibition above about 30%; inconclusive = no clear call, values can overlap the other calls; note: plate controls were buffer without enzyme for full effect and enzyme alone for no effect
# CCHF vOTU inh = blocks the CCHF virus ovarian tumor domain protease | CCHFV vOTU protease, Pep-AMC fluorescence | inhibition, % at 11.5 µM | actives 0.55% (n = 370,000) | AID 651958; note: 0% = vehicle wells with enzyme and 100% = no enzyme wells
# Mtb BioA inh = BioA (M. tuberculosis) enzyme inhibition; purified M. tuberculosis BioA enzyme, plate reader; inhibition, % at 9.99 µM; AID 602481; actives 0.096% (n = 360,000); in the data active = inhibition above about 40%; inconclusive = no clear call, values can overlap the other calls
# PrPC TRFRET = inhibitors of human cell surface prion protein PrPC | P04156 | TR-FRET read-out | inhibition, % at 13.8 µM | actives 0.43% (n = 370,000) | AID 720596; in the data active = inhibition above about 24%; note: 0% = median of the test wells and 100% = reference compound wells
# FBA Mtb inh = Mtb fructose-bisphosphate aldolase inhibition; P9WQA3; purified M. tuberculosis FBA, fluorescence read-out; inhibition, % at 1 µM; actives 2.3% (n = 360,000); AID 588726; in the data active = inhibition above about 27%;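 note: 0% = vehicle and 100% = reference inhibitor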
# Target sequence (P9WQA3 whole entry, looked up): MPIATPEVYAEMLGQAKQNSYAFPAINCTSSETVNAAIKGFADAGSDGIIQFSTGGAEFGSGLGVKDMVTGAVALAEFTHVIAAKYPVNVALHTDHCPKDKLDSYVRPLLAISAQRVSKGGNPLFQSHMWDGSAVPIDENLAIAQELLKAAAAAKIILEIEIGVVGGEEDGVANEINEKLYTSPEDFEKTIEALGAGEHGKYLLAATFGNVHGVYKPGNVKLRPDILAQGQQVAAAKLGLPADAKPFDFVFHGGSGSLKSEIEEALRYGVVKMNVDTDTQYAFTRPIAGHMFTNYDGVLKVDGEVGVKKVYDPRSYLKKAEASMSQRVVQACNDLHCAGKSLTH
# GDH-TPI inh = counter-screen for M. tuberculosis FBA inhibitors: GDH-TPI coupled enzymes; AID 588335; GDH-TPI coupled enzyme counterscreen, NADH absorbance; inhibition, % at 4.8 µM; actives 1.2% (n = 360,000);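 note: 0% = DMSO wells and 100% = wells lacking the enzyme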
# BoNT F protease = BoNT F light chain protease inhibition; Multiplex microsphere protease cleavage assay, flow cytometry; inhibition, % at 10 µM; actives 0.22% (n = 360,000); AID 588497; in the data active = inhibition above about 35%, passing the limit was not always enough; inconclusive = no clear call, values can overlap the other calls; note: plate controls were buffer without enzyme for full effect and enzyme alone for no effect
# FadD28 FP inh = M. tuberculosis FadD28 bisubstrate binding inhibition. actives 0.22% (n = 360,000). FadD28 bisubstrate probe binding, fluorescence polarization. inhibition, % at 12.5 µM; in the data active = inhibition above about 8.5%, passing the limit was not always enough; inconclusive = no clear call, values can overlap the other calls
# UGM FP inh = Mtb UDP-galactopyranose mutase inhibition; P9WIQ1; actives 0.06% (n = 320,000); purified UGM, fluorescence polarization probe displacement; inhibition, % at 10 µM; in the data active = inhibition above about 10%, passing the limit was not always enough; inconclusive = no clear call, values can overlap the other calls
# Target sequence (P9WIQ1 whole entry, looked up): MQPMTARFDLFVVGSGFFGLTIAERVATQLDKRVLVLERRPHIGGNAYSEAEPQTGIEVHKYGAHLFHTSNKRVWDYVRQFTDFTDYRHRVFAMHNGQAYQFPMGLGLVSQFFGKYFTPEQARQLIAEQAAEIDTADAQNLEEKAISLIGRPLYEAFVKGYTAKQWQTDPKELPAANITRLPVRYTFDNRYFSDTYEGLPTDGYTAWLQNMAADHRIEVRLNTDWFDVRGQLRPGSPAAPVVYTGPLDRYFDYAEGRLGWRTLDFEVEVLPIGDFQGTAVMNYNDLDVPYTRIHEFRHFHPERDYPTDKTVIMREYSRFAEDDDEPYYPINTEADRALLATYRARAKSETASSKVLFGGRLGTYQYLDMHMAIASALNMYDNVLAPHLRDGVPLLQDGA
# An asterisk follows results filed as active; ? = inconclusive; · = no result given. Cut-off read from the data, not from the text of the source, unless noted: active = inhibition above about 30%; inactive = the rest.
SMILES,BoNT A protease,CCHF vOTU inh,Mtb BioA inh,PrPC TRFRET,FBA Mtb inh,GDH-TPI inh,BoNT F protease,FadD28 FP inh,UGM FP inh
CCn1cc(CN(C)S(=O)(=O)c2cccc([N+](=O)[O-])c2)cn1,-0.3,10,·,-14,-4,-6,-1,-4.7,-5.2
CN1C(=O)CSc2ccc(NC(=O)NCCC3=CCCCC3)cc21,-1.4,-10,1.6,5,-1,7,-12,1.1,-5.1
Cc1ccc(-n2c(-c3ccncc3)nnc2-c2cccs2)cc1,-0.1,8,-1.4,-5,4,8,2,-1.5,1.2
CC1=C(C(=O)Nc2ccccc2C(=O)NC2CCC(C)CC2)SCCO1 (configuration not stated),0.0,14,8.1,-1,37*,-4,-5,-0.6,-2.3
O=C(NC1CCSc2ccccc21)c1ccc(F)c(S(=O)(=O)N2CCOCC2)c1 (configuration not stated),-0.2,14,2.2,11,4,14,-1,-1.0,0.6
Cc1cccc(C(=O)Oc2ccc(/C=N/NC(=O)c3ccc(O)cc3)cc2)c1,-0.1,18,-0.1,2,-1,5,-8,-0.2,1.4
CCc1cc(=O)[nH]c(SCCc2ccccc2)n1,0.1,·,-0.4,·,3,-5,-6,-1.4,0.4
O=C(Nc1cccc(-c2cccc(Cl)c2)c1)C1CCN(Cc2ccccn2)CC1,-1.6,8,1.8,-9,5,4,-19,-9.8,0.6
O=C(O)CC1Sc2ccccc2NC1=O (configuration not stated),-0.9,17,0.2,6,6,6,-9,-1.1,-0.7
O=C1C2Sc3[nH]c(=O)sc3C(c3ccccc3)C2C(=O)N1c1ccc(Cl)cc1 (configuration not stated),0.4,-1,1.9,-4,1,6,8,3.4,1.7
Cc1cc(OC(C)C(=O)NCc2ccncc2)c2c(C)cc(=O)oc2c1 (configuration not stated),1.3,-22,-4.0,5,84*,8,-2,0.3,-2.0
COC(=O)[C@]1(Cc2ccccc2)N[C@H](CN(C)C(=O)COc2ccccc2)[C@@H]2C(=O)N(C)C(=O)[C@@H]21,0.1,4,-1.5,4,-3,-2,3,-1.6,·
CC(=O)Nc1ccc(C(=O)CSc2nnc(Cn3nnc4ccccc43)n2C)cc1,0.9,-19,-1.1,-6,-1,8,4,-3.1,5.4
CC(C)c1ccc(NC(=O)C2C3C=CC4(O3)C2C(=O)N(CCCN2CCCCC2)C4C(=O)NC2CCCCC2)cc1 (configuration not stated),-0.3,13,0.7,-9,-1,-5,5,-0.2,-2.4
CCC(=O)Nc1ccc(N2CCN(Cc3ccccc3)CC2)cc1,·,9,-1.2,-5,4,0,·,-0.1,0.4
CSc1nnc(NC(=O)c2nc(S(=O)(=O)Cc3ccc(C)cc3)ncc2Cl)s1,-1.1,8,-0.6,-3,4,12,1,1.2,-0.6
Cc1ccc(NC(=O)COC(=O)CCc2c[nH]c(=O)[nH]2)cc1,-1.6,1,-2.1,2,2,11,-3,-1.6,0.7
Nc1ncnc(Oc2ccccc2F)c1[N+](=O)[O-],-0.1,-1,-1.1,-2,-4,-4,5,-2.9,0.5
CC(C)(C)c1ccc2oc(=O)cc(-c3cccc(-c4ccc(C(F)(F)F)cc4)c3)c2c1,-0.5,13,-1.0,0,3,-5,-4,-0.2,·
CC1CCCN(CCCNC(=O)C2CC(=O)N(c3ccc(F)c(Cl)c3)C2)C1 (configuration not stated),0.3,13,·,-6,1,12,-6,-0.4,-1.5
Nc1cccc2nsnc12,2.8,24,2.8,12,2,-5,?,-0.5,-1.2
CCC(C(=O)NCCCc1ccccc1)n1nc(C)c2c(C)n(-c3ccccc3)nc2c1=O (configuration not stated),0.5,16,5.9,14,0,-2,-3,-0.3,0.1
O=C(CCl)N(CCCNC(=O)C(F)(F)F)c1ccc([N+](=O)[O-])cc1,-5.2,-8,-1.3,-17,-2,5,?,-3.2,1.2
COc1ccc(S(=O)(=O)N2CCOCC2)cc1NC(=O)Cc1c(Cl)cccc1Cl,0.2,-6,-0.7,0,8,2,0,-0.2,2.0
CC(=O)Nc1ccc(S(=O)(=O)NC(CC(=O)NCCC2=CCCCC2)C(C)C)cc1 (configuration not stated),1.7,4,-2.1,-10,4,8,29,-3.1,-1.7
CN(c1ccc(C(=O)N2CCN(c3ccccc3F)CC2)cc1)S(=O)(=O)c1ccccc1,0.7,-8,0.5,6,1,-3,4,·,-0.9
CCOC(=O)c1sc(NC(=O)CSc2nncs2)c(C(=O)OCC)c1C,1.1,4,-1.0,0,0,4,26,-0.7,0.4
CC1(C)CC(=O)C2=C(C1)c1c(ccc3ccccc13)NC2c1ccc(Br)o1 (configuration not stated),·,5,0.0,5,31*,16,·,2.0,-1.4
Cc1ccc(OCC(=O)NNC(=O)Cc2ccc(S(=O)(=O)N3CCOCC3)s2)cc1,1.0,-7,-1.0,5,-2,-1,-2,-3.3,0.2
CC(=O)NC(Cc1cccc(F)c1)C(=O)NC1CCN(C(=O)Nc2ccccc2)CC1 (configuration not stated),1.0,-3,11,7,0,7,-2,0.7,0.9
Cc1ccc(C2=N/C(=C\N(C)C)C(=O)O2)cc1,-1.5,13,-0.4,-3,0,45*,-10,-0.7,1.8
O=C(C1CCCO1)N1CCN(Cc2c(O)ccc3ccccc23)CC1 (configuration not stated),0.9,2,1.4,-9,7,10,-3,-1.6,-1.7
CC1CCN(C(=O)c2ccccc2NC(=O)Nc2ccccc2)CC1,1.7,-4,-0.4,2,2,7,3,-0.1,1.1
CCc1nc(SCC(=O)N2CCCc3ccccc32)c2oc3ccccc3c2n1,?,-1,-1.6,3,2,12,-17,0.7,1.8
Cc1ccc(O)c(C(=O)CC(=O)c2cccc(F)c2)c1,-0.4,13,·,-1,8,9,-16,-2.6,1.9
CC(C)CCOc1ccc(C(=O)NCC(c2ccco2)N(C)C)cc1 (configuration not stated),1.1,11,-0.4,1,1,-4,-5,0.1,5.9
O=C(CCC(=O)OCC(=O)c1ccc(C(F)(F)F)cc1)OCC(=O)c1ccc(C(F)(F)F)cc1,·,-14,0.5,4,2,1,·,0.9,-2.0
Cn1c(=O)c2c(nc(SCC(=O)N3c4ccccc4CCc4ccccc43)n2C)n(C)c1=O,0.6,4,1.2,-4,5,0,4,0.5,·
CCCCOC(=O)Nc1nnc(CCOCC)s1,-0.4,6,0.4,-1,0,47*,-5,-2.5,-0.9
CCn1c(=O)c(NC(=O)c2ccccc2)c2n(c1=S)CCCCC2,-0.5,1,0.2,2,-1,5,-3,-0.6,0.0

# Molecules from the list above that have an aryl thioether with sulfur outside any ring (6):
SMILES,BoNT A protease,CCHF vOTU inh,Mtb BioA inh,PrPC TRFRET,FBA Mtb inh,GDH-TPI inh,BoNT F protease,FadD28 FP inh,UGM FP inh
CCc1cc(=O)[nH]c(SCCc2ccccc2)n1,0.1,·,-0.4,·,3,-5,-6,-1.4,0.4
CC(=O)Nc1ccc(C(=O)CSc2nnc(Cn3nnc4ccccc43)n2C)cc1,0.9,-19,-1.1,-6,-1,8,4,-3.1,5.4
CSc1nnc(NC(=O)c2nc(S(=O)(=O)Cc3ccc(C)cc3)ncc2Cl)s1,-1.1,8,-0.6,-3,4,12,1,1.2,-0.6
CCOC(=O)c1sc(NC(=O)CSc2nncs2)c(C(=O)OCC)c1C,1.1,4,-1.0,0,0,4,26,-0.7,0.4
CCc1nc(SCC(=O)N2CCCc3ccccc32)c2oc3ccccc3c2n1,?,-1,-1.6,3,2,12,-17,0.7,1.8
Cn1c(=O)c2c(nc(SCC(=O)N3c4ccccc4CCc4ccccc43)n2C)n(C)c1=O,0.6,4,1.2,-4,5,0,4,0.5,·

# Whole records as entered above. Order of values: BoNT A protease, CCHF vOTU inh, Mtb BioA inh, PrPC TRFRET, FBA Mtb inh, GDH-TPI inh, BoNT F protease, FadD28 FP inh, UGM FP inh
# Entry for CC(C)CCOc1ccc(C(=O)NCC(c2ccco2)N(C)C)cc1 (configuration not stated) → 1.1, 11, -0.4, 1, 1, -4, -5, 0.1, 5.9
# Entry for CC1(C)CC(=O)C2=C(C1)c1c(ccc3ccccc13)NC2c1ccc(Br)o1 (configuration not stated) → ·, 5, 0.0, 5, 31*, 16, ·, 2.0, -1.4
# Entry for Cc1ccc(C2=N/C(=C\N(C)C)C(=O)O2)cc1 → -1.5, 13, -0.4, -3, 0, 45*, -10, -0.7, 1.8
# Entry for CCOC(=O)c1sc(NC(=O)CSc2nncs2)c(C(=O)OCC)c1C → 1.1, 4, -1.0, 0, 0, 4, 26, -0.7, 0.4
# Entry for CC1CCN(C(=O)c2ccccc2NC(=O)Nc2ccccc2)CC1 → 1.7, -4, -0.4, 2, 2, 7, 3, -0.1, 1.1

# The list goes on:
SMILES,BoNT A protease,CCHF vOTU inh,Mtb BioA inh,PrPC TRFRET,FBA Mtb inh,GDH-TPI inh,BoNT F protease,FadD28 FP inh,UGM FP inh
Cc1cc(NC(=O)c2ccco2)ncc1NC(=O)Cc1ccccc1,-0.4,11,-0.8,2,3,5,-3,-1.2,2.9
COc1cccc(OC)c1C(=O)Nc1cccc(-n2cnnn2)c1,1.2,-4,-4.5,-2,2,11,-7,1.0,-1.2
COc1ccc(N2CCN(C(=O)c3cccc(NC4=NC5CS(=O)(=O)CC5S4)c3)CC2)cc1 (configuration not stated),-1.3,1,-1.9,0,5,6,-1,0.0,-0.8
N#Cc1c(NC(=O)CSc2ncn(-c3ccccc3)n2)sc2c1CCCC2,-0.1,9,-0.6,-3,-1,4,-22,-1.8,-2.4
Cc1ccc(-c2nnc(NCCCO)c3ccccc23)cc1,-4.1,-8,14,-6,0,12,-12,-1.8,5.5
COc1cccc(C(=O)COC(=O)C2CC(=O)N(c3ccc(Oc4ccccc4OC)cc3)C2)c1 (configuration not stated),2.4,11,-2.1,-2,3,-3,12,-1.0,2.6
Cc1cc(C)n(-c2nc(C)nc(NCc3ccccc3)n2)n1,0.1,3,·,3,7,7,15,-0.5,-2.0
COc1ccccc1N1C(=O)NC(=O)/C(=C\c2cnn(-c3ccccc3)c2)C1=O,0.4,-11,-3.5,-18,2,-3,0,-0.7,0.2
CC(C)=CCc1c(O)cc2c(=O)c3ccc(O)cc3oc2c1O,0.1,12,0.8,0,1,6,6,-5.9,-1.1
COc1ccc(/C(C)=N/OC/C(O)=C(\C#N)c2nc3ccccc3[nH]2)cc1,0.6,1,-4.1,8,1,4,-7,-1.8,3.3
O=C(Cc1ccc(Cl)c(Cl)c1)Nc1cccc(S(=O)(=O)N2CCOCC2)c1,0.0,-1,·,12,-2,7,1,-7.9,3.2
Cc1ccc(C(=O)NC(NCc2ccco2)C(Cl)(Cl)Cl)cc1 (configuration not stated),-1.0,2,·,7,-3,8,-3,0.2,0.1
Cc1cnn(C(=O)c2cc(-c3ccccc3)nc3ccccc23)c1,-0.2,4,1.1,1,-4,6,-1,-3.5,-0.8
N#C/C(=C\c1cc(Br)ccc1F)C(=O)NC1CC1,-1.7,-1,0.0,2,-2,1,-10,-2.4,-0.9
